# Source: PubChem BioAssay
# p53 reactivation: qHTS assay for re-activators of p53 using a Luc reporter. actives 0.063% (n = 320,000). H1299 p53-A138V BP100-luciferase reporter, luminescence, 24 h. AID 504706, 2011. Potency, µM (top dose mostly 92.2 µM), without a hit: at the highest dose activity change, positive = activation, most hits filed as activators; note: % of control where 0% means no effect; nearly all actives have a fitted effect of over 45% in size
#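 H1299 (p53-null), stable ts p53-A138V + BP100-Luc; 1000 cells/well, Opti-MEM/10% FBS; cpd 4 pt, 1:5; 24 h, 37 deg C, 5% CO2; detection reagent 10 min RT; luminescence.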
# RORgamma inh: qHTS for inhibitors of ROR gamma transcriptional activity | Potency, µM (titrated, usually from 53.6 µM), for inactives: top-dose activity change, negative = inhibition, actives largely listed as inhibitors | AID 2551, 2010 | Nuclear receptor ROR-gamma (Mus musculus), P51450 | Drosophila S2 Gal4-RORgamma UAS-luciferase reporter, 20 h | actives 5.4% (n = 310,000); note: % is set by controls: 0 for no effect and ±100 for the full control effect; nearly all actives have a fitted effect of over 60% in size
# Target sequence (P51450 whole entry, looked up, the tested form may be a part): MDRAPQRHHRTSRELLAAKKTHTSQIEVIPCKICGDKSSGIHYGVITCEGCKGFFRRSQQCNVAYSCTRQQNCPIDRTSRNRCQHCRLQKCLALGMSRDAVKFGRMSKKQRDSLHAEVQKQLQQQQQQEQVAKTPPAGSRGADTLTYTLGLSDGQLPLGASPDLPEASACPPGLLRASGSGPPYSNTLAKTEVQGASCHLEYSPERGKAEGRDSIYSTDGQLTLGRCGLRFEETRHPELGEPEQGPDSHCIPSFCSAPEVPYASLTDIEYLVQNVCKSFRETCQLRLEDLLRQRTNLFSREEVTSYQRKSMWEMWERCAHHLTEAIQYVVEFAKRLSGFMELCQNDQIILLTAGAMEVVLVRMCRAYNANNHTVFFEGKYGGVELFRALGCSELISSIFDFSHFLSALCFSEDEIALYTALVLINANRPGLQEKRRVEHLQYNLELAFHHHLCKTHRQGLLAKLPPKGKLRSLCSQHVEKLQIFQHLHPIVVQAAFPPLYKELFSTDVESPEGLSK
#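 Stably transfected Drosophila Schneider cells are the test system, with ROR gamma fused to Gal4 and luciferase under UAS control; luminescence is read after 20 hr of 700 uM copper sulfate induction at ambient temperature.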
# FLuc counter: qHTS profiling assay for firefly luciferase inhibitor/activator using purifed enzyme and Km concentrations of substrates (counterscreen for miR-21 project); Luciferin 4-monooxygenase (Photinus pyralis), P08659; purified FLuc, Km substrates, luminescence inhibition; Potency, µM (doses to about 57.5 µM), inactives show at the highest dose activity change, negative = inhibition, most hits filed as inhibitors; actives 6.9% (n = 360,000); AID 588342, 2011;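 note: plate controls were vehicle for no effect and reference inhibitor for full effect; nearly all actives have a fitted effect of over 55% in size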
# Target sequence (P08659 whole entry, looked up): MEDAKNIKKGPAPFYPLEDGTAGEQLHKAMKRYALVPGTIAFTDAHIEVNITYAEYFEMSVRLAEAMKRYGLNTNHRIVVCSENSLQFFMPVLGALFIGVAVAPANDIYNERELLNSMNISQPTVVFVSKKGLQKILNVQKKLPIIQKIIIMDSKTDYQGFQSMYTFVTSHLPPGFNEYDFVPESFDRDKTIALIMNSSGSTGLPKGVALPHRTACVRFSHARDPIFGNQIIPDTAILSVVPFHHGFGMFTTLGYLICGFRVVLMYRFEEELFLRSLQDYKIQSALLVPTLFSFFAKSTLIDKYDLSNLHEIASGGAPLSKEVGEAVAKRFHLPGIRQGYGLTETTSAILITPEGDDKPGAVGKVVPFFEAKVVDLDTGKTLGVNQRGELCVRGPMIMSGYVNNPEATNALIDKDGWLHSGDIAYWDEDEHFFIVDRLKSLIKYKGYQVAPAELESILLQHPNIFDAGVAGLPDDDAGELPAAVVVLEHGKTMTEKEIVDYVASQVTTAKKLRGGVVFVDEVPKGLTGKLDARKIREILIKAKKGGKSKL
#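 Purified P. pyralis luciferase, 10 nM final, with Km-level 10 uM D-luciferin and 10 uM ATP in 50 mM Tris acetate pH 7.5, 10 mM Mg acetate, 0.01% Tween-20, 0.05% BSA; 6-point qHTS titration about 60 µM downward; luminescence read.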
# Gal4-VP16 FLuc: VP16 counterscreen qHTS for inhibitors of ROR gamma transcriptional activity. Potency, µM (top dose mostly 53.6 µM), for the others: at the highest dose activity, negative = inhibition, usual class: inhibitors. AID 2546, 2010. actives 3.5% (n = 310,000). Drosophila S2 Gal4-VP16 UAS-luciferase, luminescence, 20 h;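 note: Gal4-VP16 expression switched on by copper sulfate through the metallothionein promoter; % is set by controls: 0 for no effect and ±100 for the full control effect; nearly all actives have a fitted effect of over 50% in size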
# ELG1 genotox: qHTS screen for small molecules that induce genotoxicity in human embryonic kidney (HEK293T) cells expressing luciferase-tagged ELG1. HEK293T ELG1-luciferase reporter, luminescence, 16 h. Potency, µM (highest dose often 46 µM), inactives show top-dose activity change, positive = activation, usual class: activators. actives 1.3% (n = 330,000); note: % of control where 0% means no effect; nearly all actives have a fitted effect of over 60% in size
#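 Screening used a luciferase reporter fused to human ELG1 in HEK293T cells. Luminescence was read on a CCD plate imager after 16 hr exposure and 30 min ONE-Glo incubation.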
# NPC1 prom act: qHTS Assay for NPC1 Promoter Activators | Huh7 NPC1 promoter luciferase reporter, 24 h | AID 485313, 2010 | actives 2.4% (n = 320,000) | Potency, µM (series often up to 9.22 µM), inactives show top-dose activation, actives largely listed as activators;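 note: % of control where 0% means no effect; nearly all actives have a fitted effect of over 60% in size; reporter is driven by a mutant NPC1 promoter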
#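 Stable NPC1-promoter luciferase Huh7 line; cpd (DMSO) 24 h, 37 °C, 5% CO2; Amplite luciferase reagent 10 min RT; luminescence readout. qHTS format.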
# Rab9 promoter act: qHTS Assay for Rab9 Promoter Activators | Huh7 Rab9 promoter-luciferase reporter, luminescence, 24 h | Potency, µM (doses to about 9.22 µM), inactives show at the top dose activation, negative = inhibition, most hits filed as activators | actives 2.8% (n = 320,000); note: % of control where 0% means no effect; nearly all actives have a fitted effect of over 60% in size
#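 Huh7 cells stably carrying a Rab9 promoter-luciferase reporter, 1500 cells per well in OP-MEM I with 10% FBS, treated with compound 24 hours at 37C. Luciferase activity read by luminescence after 10 minutes with Amplite reagent.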
# MBNL1 CUG block: qHTS Assay for Inhibitors of MBNL1-poly(CUG) RNA binding; Muscleblind-like protein 1 (Homo sapiens), Q9NR56; TR-FRET MBNL1-His/biotin-(CUG)12 binding, 665/545 ratio; Potency, µM (titrated, usually from 57.5 µM), inactives show at the highest dose activity change, negative = inhibition, most hits filed as inhibitors; actives 0.036% (n = 280,000); AID 2675, 2010; active = well fitted inhibition curve with a large enough effect in the signal ratio, with a control signal flat, not every such curve was filed as active; inconclusive = small, poorly fitted or top-dose-only effect, or effect the other way, or a change in a side signal; inactive = no such curve, though single readings can be large or run the other way; the % refers to the signal ratio; note: % is set by controls: 0 for no effect and ±100 for the full control effect
#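 TR-FRET readout: Ex 340 nm, 665/545 nm emission ratio, normalized to buffer-only (basal) and MBNL1-(CUG)12 controls. Complex of MBNL1-His with Biotin-(CUG)12, compounds 92 nM–58 uM, incubated 60 min at room temperature.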
# BRCA1 expr up: qHTS Assay to Identify Small Molecule Activators of BRCA1 Expression. actives 1.1% (n = 380,000). MCF7-BRCA1-FFLuc reporter, luminescence, 48 h; response scale: scaled: vehicle 0%, 10 µM genistein 100%. AID 624202, 2012. Potency, µM (series often up to 46.1 µM), inactives show at the highest dose activation, hits mostly activators; note: nearly all actives have a fitted effect of over 80% in size; some results filed as inactive show a strong effect at the top dose
#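 Luminescence from a BRCA1-driven firefly luciferase in MCF7 cells was the read-out, taken 15 min after substrate addition following 48 h compound exposure at 37 °C. Data were normalized to a 10 microM genistein control and DMSO vehicle.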
# uPA surface inh: qHTS for Inhibitors of Cell Surface uPA Generation | actives 0.31% (n = 330,000) | cell surface uPA generation assay, qHTS | Potency, µM (titrated, usually from 38.3 µM), for the others: at the top dose activity change, negative = inhibition, usual class: inhibitors; active = well fitted inhibition curve with a large enough effect; inconclusive = small, poorly fitted or top-dose-only effect; inactive = no such curve, though single readings can be large or run the other way; tested in mouse RAW 264.7 cells; note: % is set by controls: 0 for no effect and ±100 for the full control effect; nearly all actives have a fitted effect of over 55% in size
# * = called active by the depositor; ? = inconclusive; · = no result given; & = joins results of further samples; [ ] = another dose, or the depositor's remark. Unless noted, calls come from the whole dose curve; as a rule, active = well fitted curve in the direction sought with a large enough effect; inconclusive = small, poorly fitted or top-dose-only effect, or another doubt; inactive = no such curve, though single readings can be large; an effect the other way counts as inactive or inconclusive. Potency is the fitted concentration of half-maximal effect.
SMILES,p53 reactivation,RORgamma inh,FLuc counter,Gal4-VP16 FLuc,ELG1 genotox,NPC1 prom act,Rab9 promoter act,MBNL1 CUG block,BRCA1 expr up,uPA surface inh
CC1=C(C#N)C(NC(=O)C2CC2)(C(F)(F)F)C(=O)N1 (stereo not drawn),-8%,?,1%,3%,-9%,0%,-1%,-3%,-24%,5%
O=C(N/N=C/C=C\c1ccco1)c1cccnc1,24%,13µM*,0%,?,1%,-6%,-3%,?,-1%,-1%
CS(=O)(=O)N(CC(=O)Nc1ccc(S(=O)(=O)N2CCCC2)cc1)c1cccc(F)c1,-3%,?,0%,-4%,-3%,2%,0%,1%,0%,-13%
Fc1ccc(OCCOCCNCC2CCCO2)cc1 (stereo not drawn),0%,31%,3%,-1%,1%,-11%,-6%,-7%,24%,1%
Cc1sc2nc(SCC(=O)N3CCOCC3)[nH]c(=O)c2c1C,3%,6%,9%,-12%,0%,-3%,-1%,-6%,3%,-2%
Cc1cc(-c2csc3nc[nH]c(=S)c23)cc(C)c1C,-4%,0.32µM*,0%,0.56µM*,-10%,2%,3%,7%,-57%,-6%
COc1ccc(-n2c(C)nnc2SCC(=O)NC2CC2)cc1,-4%,-2%,1%,5%,4%,-2%,9%,-7%,1%,-1%
Cc1ccc(-c2c3c(=O)n(C)c(=O)n(C)c3cn2-c2ccccc2O)cc1,-12%,-11%,-10%,-12%,-1%,0%,-1%,?,-20%,-3%
CCOC(=O)c1cn2cccnc2n1,1%,3%,3%,-3%,-5%,-2%,-1%,-6%,-12%,-2%
C=CCOC(=O)C1=C(C)NC(SCC(=O)NC(=O)OCC)=C(C#N)C1c1cccnc1 (stereo not drawn),-6%,2%,3%,-5%,-1%,-5%,-1%,14%,-16%&3%,5%
Cc1ccc(-c2nc3ccccc3c(=O)n2-c2c(C)n(C)n(-c3ccccc3)c2=O)cc1,1%,27%,-2%,-5%,-2%,-1%,-8%,-7%,4%,-5%
O=C(Cn1cnnn1)Nc1ccccc1Cc1ccccc1,3%,12%,1%,-3%,1%,-1%,8%,1%,6%,2%
CCCSc1ccc([C@H]2N[C@@](CC(C)C)(C(=O)OC)[C@H]3C(=O)N(C)C(=O)[C@@H]23)cc1,-3%,·,4%,·,2%,-4%,-1%,·,-11%,4%
CCn1c(=O)c(C(=O)NCc2ccc3c(c2)OCO3)c(O)c2ccccc21,·,?,-3%,?,2%,0%,-1%,8%,-1%,2%
COCCN(C(=O)Nc1ccccc1OC)c1nc2ccccc2s1,·,·,?,·,0%,1%,5%,-3%,17%,9%
C/C(=C\C(=O)O)CC(=O)O,3%,-41%,6%,3%,-1%,-2%,-1%,2%,23%,-10%
CCN(CC)C(=O)c1sc(NC(=O)c2cccnc2)c(C(=O)OC)c1C,1%,-6%,0%,2%,1%,-3%,-3%,·,-17%,2%
COc1ccc(S(=O)(=O)N2CCOCC2)cc1NC(=O)CSc1nnc2ccccn12,4%,12%,3%,-15%,0%,-4%,-1%,-2%,·,·
O=C(COC(=O)/C=C/c1cccc(Cl)c1)NCCC1=CCCCC1,-7%,-40%,2%,-2%,1%,5%,3%,-2%,-3%,-1%
C/C(=N\N(c1ccccc1)c1ccccc1)c1ccc(O)cc1,-2%,-15%,3%,-11%,-3%,-7%,0%,-1%,-65%,1%
O=C(Cn1cncn1)NCc1ccc(Cl)cc1,0%,-5%,1%,?,3%,-1%,-6%,?,1%,4%
CC1CCCN(CCCNC(=O)C2CCN(S(=O)(=O)N3CCC4(CC3)OCCO4)CC2)C1 (stereo not drawn),7%,-23%,1%,1%,1%,-1%,3%,-6%,0%,-11%
Cc1cc(SC(C)C(=O)NCC(=O)Nc2ccc(F)c(F)c2F)nc2ccccc12 (stereo not drawn),-6%,10µM*,3%,?,9%,-2%,-4%,0%,-1%,-1%
CC(=O)c1sc(NC(=O)c2cc3c(C)nn(-c4ccccc4)c3s2)nc1C,14%,-8%,10%,-8%,0%,-2%,-9%,-9%,9%,2%
CCCCn1c(N)c(N(CC)C(=O)C(c2ccccc2)c2ccccc2)c(=O)[nH]c1=O,2%,-15%,0%,-4%,-2%,3%,-5%,-2%,-3%,-4%
Cc1c(C(=O)NC(C(C)C)C(C)C)cccc1[N+](=O)[O-],27%,-7%,0%,-5%,0%,-2%,-12%,0%,4%,-3%
Cc1cccc(NC(=O)c2snc3c(=O)[nH]cnc23)c1,5%,3%,0%,-3%,-2%,-2%,3%,?,·,·
CN=C1CC(C)(C)CC(=O)/C1=C(/O)CCCN1C(=O)c2ccccc2C1=O,-1%,9%,0%,-10%,-1%,3%,-9%,5%,1%,-2%
CCC1(CC)NC(=O)N(CC(=O)N2N=C(c3ccc(Cl)cc3)CC2c2ccco2)C1=O (stereo not drawn),-1%,20%,3%,0%,-2%,-23%,-3%,·,-27%,0%
O=C(Nc1cccc(F)c1)N(Cc1ccc(Cl)cc1)CC(O)C(F)(F)F (stereo not drawn),5%,?,1%,?,-5%,-2%,-2%,-5%,-67%,7%
CC1=C(OC(=O)c2ccccc2)C(C)(C)C(c2ccc(Br)cc2)OC1=O (stereo not drawn),-7%,-1%,3%,0%,1%,-3%,-1%,-1%,-10%,0%
COc1ccccc1CCNC(=O)c1ccoc1C,9%,-27%[0.365 µM],-14%,·,17%,14%,-6%,-7%,-24%,7%
COc1cc(C(O)c2nc3ccccc3s2)cc(OC)c1OC (stereo not drawn),-2%,?,-1%,10µM*,2%,-29%,-23%,1%,-30%,-14%
C(=N\NC(=Nc1ccccc1)c1ccccn1)/c1ccccn1,?,3.2µM*,2%,3.2µM*,13%,-1%,2%,·,-83%,-3%
Cc1ccc(C(=O)Nc2ccsc2C(=O)O)cc1,?,11µM*,2.7µM*,?,23µM*,0.71µM*,0.45µM*,-15%,?,?
COc1ccc(NC(=O)CCNC(=O)c2ccccc2Cl)cc1OC,-1%,-4%,-4%,11%,4%,1%,5%,-12%,5%,-7%
O=C(Nc1ccccc1Cl)c1sccc1-c1ccccc1,3%,-17%,2%,18%,0%,-5%,-3%,26%,-40%,3%
COc1ccc(NC(=O)c2ccco2)cc1NC(=O)c1ccc(Br)o1,-10%,18%,-1%,-6%,4%,-3%,-5%,5%,-15%,·
CC(C)c1ccc(SCc2noc(C(=O)NCC3CCCO3)c2C(=O)O)cc1 (stereo not drawn),-4%,19%,-20%,-4%,4%,5%,-3%,2%,4%,52%[activator]
Cc1ccc(C)c(S(=O)(=O)N2CCN(C(=O)c3ccc(C)s3)CC2)c1,-3%,1%,8%,-8%,-13%,0%,2%,-2%,-28%,0%
O=C(NC(=S)Nc1ccc(O)cc1)C1CCCC1,?,·,?,·,5%,3%,7%,·,5%,-6%
Cc1ccc(NC(=O)COC(=O)[C@H](C)NC(=O)c2ccccc2)cc1S(=O)(=O)N1CCOCC1,0%,-17%,-8%,-5%,2%,-10%,-9%,11%,15%,-16%
COc1cc(/C=C2/SC(N)=NC2=O)ccc1Oc1ccc([N+](=O)[O-])cc1[N+](=O)[O-],-14%,-12%,1%,?,-2%,2%,2%,17%,-3%,3%
C#CCn1ccc(O)c(Cc2c(F)cccc2Cl)c1=O,-8%,43%,0%,27%,1%,-3%,15%,-2%,26%,-2%
Cc1ccc(C)c(NC(=O)COC(=O)CCc2ccc(S(=O)(=O)N3CCOCC3)cc2)c1,0%,-9%,-4%,-5%,-1%,-6%,-2%,-2%,-23%,-7%
NCC(O)CN(c1ccccc1)c1ccccc1 (stereo not drawn),0%,-2%,2%,-10%,2%,-3%,-3%,-2%,-19%,0%
Cc1ncc(CN2CCCC(CCC(=O)NCc3ccc(F)c(F)c3)C2)s1 (stereo not drawn),0%,7%,-1%,-2%,-1%,-6%,-4%,-19%,-3%,1%
c1ccc2c(c1)nc(Nc1ccc(N3CCCCC3)cc1)c1nncn12,0%,30%,4.8µM*,8%,1%,1%,-5%,?,-33%,0%
O=S(=O)(c1ccc(NCC2CCCCC2)nc1)N1CCOCC1,1%,25%,0%,11%,0%,2%,-5%,1%,0%,0%
CCOc1ccc2c(c1)c1nnc(SCC(=O)N3CCCCC3C)nc1n2C (stereo not drawn),5%,-13%,?,5%,-1%,0%,-11%,14%,1%,-2%
COC(=O)C(Cc1ccc(O)cc1)NC(=O)c1ccc2c(c1)OCCO2 (stereo not drawn),12%,0.63µM*,1.3µM*,2µM*,?,8%,6%,-4%,1%,-1%
